Apoferritin bind – binds horse apoferritin like a general anesthetic; apoferritin/1-aminoanthracene competitive binding, fluorescence; Potency, µM (series often up to 77.5 µM), without a hit: top-dose activity change, negative = displacement, hits mostly inhibitors; AID 485281; 350,000 compounds, 0.074% hits; also: potency is read from the fitted curve at half-maximal effect; % is scaled to controls: 0 for no effect and ±100 for the full control effect; nearly all actives have a fitted effect of over 20% in size
Target sequence (P02791 2-175 limits assumed): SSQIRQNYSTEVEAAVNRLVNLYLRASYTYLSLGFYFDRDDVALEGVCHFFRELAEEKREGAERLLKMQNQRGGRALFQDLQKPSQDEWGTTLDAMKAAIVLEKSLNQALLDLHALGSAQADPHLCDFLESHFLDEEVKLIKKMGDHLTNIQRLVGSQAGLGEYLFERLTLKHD
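Probe: 1-aminoanthracene (50% saturated, PBS). Protein: horse-spleen apoferritin, 10 uM. Incubation: 10 min, room temperature. Detection: 380 nm excitation, 535 nm emission. Analysis: normalized response, four-parameter Hill.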
TRHR ag – TRH receptor (human) agonism. TRHR cells, calcium flux fluo-8, FDSS agonist mode. 360,000 compounds, 0.18% hits. P34981. activation, % at 2 µM; in the data active = activation above about 30%; also: 0% is about no effect
Target sequence (P34981 whole entry, looked up): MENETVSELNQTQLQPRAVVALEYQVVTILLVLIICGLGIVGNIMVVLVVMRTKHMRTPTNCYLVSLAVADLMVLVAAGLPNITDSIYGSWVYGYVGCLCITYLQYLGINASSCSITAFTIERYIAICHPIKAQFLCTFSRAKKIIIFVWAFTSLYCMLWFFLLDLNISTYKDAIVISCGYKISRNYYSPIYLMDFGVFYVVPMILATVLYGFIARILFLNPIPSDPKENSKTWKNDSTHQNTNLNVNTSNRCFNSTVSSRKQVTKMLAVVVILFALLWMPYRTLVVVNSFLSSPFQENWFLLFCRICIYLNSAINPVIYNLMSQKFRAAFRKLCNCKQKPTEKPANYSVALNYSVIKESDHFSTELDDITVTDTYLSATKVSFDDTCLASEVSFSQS
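In this calcium-flux screen, cells bearing human TRHR are dye-loaded with fluo-8, baselined for 10 cycles, then exposed to library compounds; positive kinetic calcium responses during the agonist phase mark hits, with TRH as control.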
Pol kappa inh – blocks human DNA polymerase kappa activity | Potency, µM (titrated, usually from 107 µM), without a hit: top-dose activity, negative = inhibition, usual class: inhibitors | AID 588579 | 400,000 compounds, 0.53% hits | purified Pol kappa, fluorescent DNA synthesis assay, 10 min; also: potency is read from the fitted curve at half-maximal effect; % is scaled to controls: 0 for no effect and ±100 for the full control effect
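10 nM Pol kappa preincubated 15 min at room temperature with compounds, then reaction started with substrate at 50 nM final. Fluorescence read kinetically at 0 and 10 min; buffer-only wells served as negative control.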
ALOX12 inh – inhibitors of human 12S-lipoxygenase ALOX12 | purified 12hLO, xylenol orange hydroperoxide absorbance | Potency, µM (top dose mostly 108 µM), for inactives: at the highest dose activity change, negative = inhibition, actives largely listed as inhibitors | 580,000 compounds, 1.1% hits | AID 1671190; also: potency is read from the fitted curve at half-maximal effect; % is scaled to controls: 0 for no effect and ±100 for the full control effect
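Hydroperoxide product was detected by ferrous iron/xylenol orange as the 573 to 405 nm absorbance ratio. Arachidonic acid at 40 uM (final) was turned over for 30 min at room temperature by 150 nM human 12hLO, pH 7.0 Hepes buffer, after 15 min compound preincubation.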
POLI inh – inhibitors of human DNA polymerase iota | Q9UNA4 | Pol iota fluorescent replication assay, 10 min | Potency, µM (top dose mostly 115 µM), inactives show at the highest dose activity, negative = inhibition, most hits filed as inhibitors | 390,000 compounds, 1% hits | AID 588590; also: potency is read from the fitted curve at half-maximal effect
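Pol iota at 10 nM preincubated 15 min with compounds at room temperature; reaction started with fluorescent substrate, 50 nM final. Fluorescence read kinetically at 0 and 10 min; buffer-only wells as negative control.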
ERG-DNA inh – blocks human ERG Ets domain binding to DNA; P11308; fluorescence polarization, His-ERG Ets domain / labelled DNA; Potency, µM (highest dose often 76.9 µM), inactives show at the top dose FP activity, negative = inhibition, actives largely listed as inhibitors; 370,000 compounds, 0.028% hits; active = well fitted inhibition curve with a large enough effect in the polarisation, with a control signal flat; inconclusive = small, poorly fitted or top-dose-only effect, or effect the other way, or a change in a side signal; inactive = no such curve, though single readings can be large or run the other way; the % refers to the polarisation;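 also: polarization taken with two DNA probes labelled with fluorescein and Texas red; potency is read from the fitted curve at half-maximal effect; % of control where 0% means no effect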
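His-tagged ERG Ets domain (1 uM in the protein solution; 300mM KCl, 50mM Tris-HCl, 1mM EDTA, 1mM DTT, pH 7.5) received compound, then a probe mix of 5 nM fluorescein-DNA and 100nM Texas-615-DNA. Fluorescence polarization was read for both dyes.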
BLM inh – blocks DNA unwinding by human BLM helicase; AID 2528; Potency, µM (highest dose often 56.1 µM), without a hit: top-dose activity change, negative = inhibition, usual class: inhibitors; 350,000 compounds, 0.2% hits; recombinant BLM DNA unwinding, fluorescence dequenching;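 also: potency is read from the fitted curve at half-maximal effect; plate controls were vehicle for no effect and no enzyme for full effect; nearly all actives have a fitted effect of over 35% in size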
APE1 inh – APE1 (human) endonuclease inhibition; 350,000 compounds, 0.35% hits; recombinant APE1, TAMRA/BHQ-2 abasic DNA cleavage fluorescence; P27695; AID 2517; Potency, µM (titrated, usually from 65.8 µM), inactives show at the highest dose activity change, negative = inhibition, hits mostly inhibitors;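 also: potency is read from the fitted curve at half-maximal effect; plate controls were vehicle for no effect and reference inhibitor for full effect; nearly all actives have a fitted effect of over 55% in size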
Target sequence (P27695 whole entry, looked up): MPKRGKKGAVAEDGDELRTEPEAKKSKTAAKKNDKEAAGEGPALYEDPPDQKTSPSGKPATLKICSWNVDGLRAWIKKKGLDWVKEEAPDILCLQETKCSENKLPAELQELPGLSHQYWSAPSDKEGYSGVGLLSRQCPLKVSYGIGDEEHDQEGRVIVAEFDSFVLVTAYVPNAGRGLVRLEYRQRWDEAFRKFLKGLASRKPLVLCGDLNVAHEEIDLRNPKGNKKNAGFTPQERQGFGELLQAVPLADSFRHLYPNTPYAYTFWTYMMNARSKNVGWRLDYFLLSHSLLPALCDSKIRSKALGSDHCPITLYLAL
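APE1 at 0.75 nM preincubated 15 min at room temperature with compound. Reaction then started with 50 nM double-stranded THF-abasic substrate labelled with TAMRA/BHQ-2, and 525/598 nm fluorescence read kinetically. Activity taken as third-minus-first read difference, normalized to DMSO and NSC13755 controls.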
POLB inh – blocks human DNA polymerase beta activity. Potency, µM (doses to about 114 µM), for the others: at the highest dose activity change, negative = inhibition, hits mostly inhibitors. P06746. Pol beta primer extension/strand displacement, fluorescence kinetic. 340,000 compounds, 1.3% hits; also: potency is read from the fitted curve at half-maximal effect; % is scaled to controls: 0 for no effect and ±100 for the full control effect
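Curves were derived by four-parameter Hill fits of normalized qHTS data. The kinetic fluorescent primer-extension read was taken at 0 and 10 min after 50 nM substrate, following a 15 min room-temperature preincubation of 10 nM enzyme with compounds.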
An asterisk follows results filed as active; ? = inconclusive; . = no result given; & = joins results of further samples; [ ] = another dose, or the depositor's remark. Unless noted, calls follow the shape of the dose curve; as a rule, active = well fitted curve in the direction sought with a large enough effect; inconclusive = small, poorly fitted or top-dose-only effect, or another doubt; inactive = no such curve, though single readings can be large; an effect the other way counts as inactive or inconclusive. The list is partial, so the mix of outcomes need not match the whole.

Value order: Apoferritin bind	TRHR ag	Pol kappa inh	ALOX12 inh	POLI inh	ERG-DNA inh	BLM inh	APE1 inh	POLB inh
O=C(c1ccccc1)C(C(=O)N1CCc2ccccc2C1)n1ccccc1=O (stereo not drawn)
    -3%	0.0	-21%	0%	12%	-1%	-1%	-3%	-18%
Cc1ccc(S(=O)(=O)N(CC(=O)Nc2cccc(C(F)(F)F)c2)C(=O)N2CCN(C)CC2)cc1
    .	-0.1	-1%	-12%	57%[activator]	4%	.	42%	.
O=C(NCCCCc1ccccc1)c1cccc([N+](=O)[O-])c1
    ?	-0.3	-6%	38%[activator]	-18%	23%	-3%	14%	18%
Cc1ccnc(N2C(=O)c3ccccc3C2Nc2ccccc2Cl)c1 (stereo not drawn)
    -1%	-0.8	2%	10%	-6%	-18%	2%	0%	1%
O=C(O)C(c1ccccc1)N1C(=O)/C(=C\c2ccc(-c3ccccc3Cl)o2)SC1=S (stereo not drawn)
    4%	-1.9	-12%	16%	11µM*	7%	?	?	?
C[C@@H]1C(=O)N(S(=O)(=O)c2ccc([N+](=O)[O-])cc2)[C@H]1c1ccccc1
    -1%	.	-5%	.	-24%	.	-11%	2%	.
O=c1c(-c2cc(F)cc(F)c2)nc2cncnc2n1-c1ccccc1
    .	.	-1%[60.1 µM]	268%[activator]	.	.	-1%	-5%	.
O=C(N/N=C/C=C\c1ccccc1[N+](=O)[O-])c1cc(-c2ccccc2)nc2ccccc12
    -23%	3.3	-5%	16%	0%	0%	-10%	3%	0%
CCOC(=O)N1CCN(C(=O)c2ccccc2Oc2ccccc2)CC1
    -9%	0.0	-6%	82%[activator]	-9%	-2%	1%	-2%	5%
c1ccc2c(N3CCNCC3)nc(-c3ccc4c(c3)OCO4)nc2c1
    -3%	.	-10%[60.1 µM]	-14%	.	.	69%[activator]	-4%	.
Nc1cc(Cl)c(N)cc1Cl
    -15%	0.3	-18%	0%	9%	-11%	-1%	3%	35%
CN(C)N=Nc1ccc(S(=O)(=O)/N=C(\O)c2ccccc2)cc1
    -4%	0.7	6%	6%	1%	-11%	-3%	9%	22%
O=C(Cn1cnc2c(nnn2Cc2ccc(F)cc2)c1=O)NCC1CCCO1 (stereo not drawn)
    4%	-1.0	-5%	10%	13%	0%	0%	4%	70%
CCC(=O)Nc1cc(Cl)ccc1N1CCN(C(=O)CC)CC1
    -11%	-0.4	0%	91%[activator]	19%	-5%	0%	10%	24%
CC1=C([N+](=O)[O-])C(c2ccc(Cl)cc2)NC(=O)N1C (stereo not drawn)
    -20%	0.4	0%	45%[activator]	30%[activator]	-9%	0%	-6%	6%
CCOc1ccccc1NC(=O)N1CCCC1C(=O)NCc1cccs1 (stereo not drawn)
    9%	-0.6	-3%	3%	40%[activator]	1%	-2%	-2%	-2%
O=C(CN(C(=O)c1csnn1)c1ccc(Br)cc1)NC1CCCC1
    -9%	0.6	-14%	-16%	139%[activator]	5%	-3%	26%	39%
COc1cccc(Nc2ncc3nc(-c4ccc(Cl)cc4)c(=O)n(CCC#N)c3n2)c1
    .	.	-10%[60.1 µM]	31%[activator]	.	.	0%	6%	.
O=C(COC(=O)/C=C/c1ccccc1[N+](=O)[O-])Nc1ccc2[nH]c(=O)[nH]c2c1
    .	.	-25%	?	?	3%	.	-4%	.
CCOC(=O)c1[nH]c2c(c1Cc1ccccc1)C(=O)CC(c1ccccc1)C2 (stereo not drawn)
    -6%	0.7	1%	?	11%	-1%	-10%	.	7%
COC(=O)/C=C1\SC(=Nc2ccc(Cl)c(Cl)c2)NC1=O
    -1%	0.1	-2%	?	56%[activator]	-7%	-6%	9%	4%
CCCCNC(=O)Nc1nnc(SCC(=O)OCC)s1
    -3%	-0.9	-5%	-7%	-24%	0%	0%	-1%	-15%
COc1ccc(C(C)=O)cc1CSc1nnc(C)n1-c1ccccc1
    -14%	0.5	2%	-12%	33%[activator]	15%	-8%	-2%	19%
COc1cc(N)ccc1NC(=O)c1cccs1
    4%	0.3	-7%	?	19%	0%	-7%	0%	7%
NC(=O)C1CCN(C(=O)COc2ccc(S(=O)(=O)NC3CCCC3)cc2)CC1
    -13%	-2.1	-6%	11%	7%	1%	-1%	28%	21%
COc1cc(SC)ccc1C(=O)Nc1ccc(Br)cn1
    -10%	1.1	11%	104%[activator]	51%[activator]	12%	-6%	3%	3%
C=C1CC/C=C(\C)CC[C@@H]2[C@@H]1CC2(C)C
    .	.	-5%[19.4 µM]	4%[176 µM]	.	.	0%	0%	.
CCCC(c1nnnn1CCOC)N1CCN(c2cccc(OC)c2)CC1 (stereo not drawn)
    -5%	-0.3	-5%	130%[activator]	16%	-1%	1%	2%	7%
Cc1cccc(-n2nnnc2SCC(=O)Nc2cccc(S(N)(=O)=O)c2)c1
    -14%	-0.1	9%	-23%	-4%	-13%	-14%	-11%	-8%
CC(C)(C)C(=O)Nc1cccc(C(=O)Nc2cc(C(=O)O)cc(C(=O)O)c2)c1
    -5%	0.3	-7%	-26%	16%	.	-1%	3%	37%
C=CCn1c(=N)c(C(=O)OC)cc2c(=O)n3cccc(C)c3nc21
    16%	0.3	.	.	.	.	2%	1%	3%
COc1ccc(N2CCN(C(=O)CSc3nnc(NC(=O)C4CC4)s3)CC2)cc1
    -12%	-0.5	-18%	-16%	132%[activator]	-4%	-2%	-8%	-3%
Cc1ccc(OCC(=O)Nc2nnc(C3CCCO3)s2)c(Br)c1 (stereo not drawn)
    -21%	-1.3	-9%	-9%	23%	1%	-9%	24%	0%
COC(=O)c1ccc(C2C=C(c3ccc(Cl)cc3)Nc3nc4ccccc4n32)cc1 (stereo not drawn)
    -5%	0.7	-21%[60.1 µM]	?	-6%	-2%	0%	.	5%
COc1ccc(/C=C/C(=O)NC(=S)NN2CCCCC2c2cccnc2)cc1OC (stereo not drawn)
    2%	-1.4	1%	-15%	17%	-4%	4%	1%	3%
COc1cccc2c1C(CO)N1C(C#N)C3CC(C(=O)O)C(C1C2)N3C (stereo not drawn)
    -2%	0.2	16%	5%	16%	-37%	-3%	-2%	-10%
Cc1nc(-n2nnc3cc(C)c(C)cc32)c2c3c(sc2n1)CCCC3
    -4%	0.6	-20%	-2%	0%	3%	-3%	0%	33%
Cc1ccccc1OCCNc1cc(N2CCN(CCO)CC2)ccc1[N+](=O)[O-]
    -17%	1.3	-4%	-18%	34%[activator]	0%	-10%	-4%	3%
Cc1ccc(S(=O)(=O)N2[C@@H](c3ccccc3F)C(C(=O)O)=CC[C@H]2c2cccs2)cc1
    .	-0.2	-6%	-8%	16%	?	.	27%	.
NC(=O)OCC(COC(N)=O)c1ccccc1
    19%	-2.0	3%[60.1 µM]	5%	-18%	4%&-3%	-10%&6%&-2%	8%&-2%&0%	4%
COc1ccc(NC(=O)O/N=C/c2ccccc2)cc1
    -16%	0.4	-20%	-13%	-3%	14%	-2%	-9%	24%
CC1CCCCC1NC(=O)C1Cc2ccccc2CN1S(C)(=O)=O (stereo not drawn)
    -5%	0.0	-15%	48%	6%	5%	-6%	-1%	-14%
CC(C)c1nnc(SCc2ccc(CSc3nnc(C(C)C)n3N)cc2)n1N
    -7%	-0.2	-15%	1%	-4%	2%	0%	3%	9%
COC(=O)c1ccccc1NC(=O)c1cc2nc(-c3ccc(OC)cc3)cc(C(F)(F)F)n2n1
    -5%	0.5	-9%	-8%	-2%	?	-1%	.	40%
CC(OC(=O)c1snc(C(=O)NC2CCCCC2)c1N)C(=O)NC1CCCCC1 (stereo not drawn)
    -2%	-0.1	-4%	7%	-16%	0%	2%	4%	7%
COC(=O)N1c2ccccc2CCc2ccccc21
    1%	0.9	-3%	?	137%[activator]	19%	0%	-4%	53%
O=C(c1ccncc1)N(Cc1cc2ccccc2[nH]c1=O)C1CCCCC1
    -2%	-0.3	5%	26%	14%	-10%	0%	-1%	-22%
Cc1nc(-n2nc(C)c(Cc3ccc(Cl)cc3)c2C)sc1C(=O)N1CCCCC1C (stereo not drawn)
    72%[activator]	-0.8	-10%	-17%	-1%	2%	-7%	.	0%
CC(C)Nc1nnc(SCC(=O)Nc2ccc(F)cc2)s1
    -12%	0.2	-7%[60.1 µM]	1%	5%	.	0%	1%	1%
C[C@]12CCC3c4ccc(O)cc4CCC3C1CCC2=O (stereo partly drawn)
    .	.	-3%[60.1 µM]	?	.	.	-2%	-5%	.
CC1CCN(C(=O)CSc2nnc(CNC(=O)c3c(F)cccc3F)o2)CC1
    -15%	-0.1	2%	45%[activator]	18%	-1%	0%	14%	10%
NC(=O)c1sc2nc3c(c(-c4ccccc4)c2c1N)CCC3
    -12%	-2.1	-3%	-6%	8%	-6%	2%	7%	0%
Cc1cc(CNC(=S)Nc2cccc(Cl)c2Cl)nn1C
    -3%	-0.5	-12%	-27%	-3%	-13%	-3%	-2%	89%
O=C(NC(=S)Nc1ccc2[nH]c(=O)[nH]c2c1)c1cccc(F)c1
    -11%	0.8	-6%	?	159%[activator]	-3%	-2%	40%[activator]	26%
O=C(OC1CCCC1)c1ccc(Cl)cc1Cl
    .	.	-17%	-18%	30%[activator]	-3%	.	.	.
COC(=O)c1cn(NC(=O)Cc2c(F)cccc2Cl)c(=O)c2ccccc12
    -16%	-0.5	3%	-8%	97%[activator]	7%	-3%	-8%	-18%
O=C(NCc1ccccc1Cl)c1cnccn1
    -15%	-0.4	-10%	159%[activator]	-7%	-9%	-2%	-1%	27%

Source: PubChem BioAssay (National Center for Advancing Translational Sciences (NCATS))
